Bioassay records as filed in PubChem.
PhoP GFP inhibition – PhoP regulon inhibitors, Salmonella typhi PhoP promoter GFP reporter, confirmatory (AID 1850) | Salmonella Typhi PhoP-promoter GFP reporter, fluorescence, 4 h; higher % means a stronger effect | inhibition, % at 50 µM; hits with a dose series show IC50 in µM | hit rate 0.33% among 310,000; in the data active means a potency from the dose series; inconclusive means inhibition mostly from about 25% at the one dose, without a potency; inactive means the rest, 99 in 100 with inhibition below about 19%;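 further: 0% = induced wells with vehicle and 100% = uninduced wells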
influenza NS1A – H1N1 influenza NS1A inhibitors, functional cell based assay (AID 504329). NS1A functional cell-based assay, percent inhibition; higher % means a stronger effect. one-dose inhibition, % at 12.5 µM; IC50 in µM for titrated hits. hit rate 0.3% among 340,000; in the data active means a potency from the dose series; inconclusive means inhibition above about 27% without an active follow-up result; further: strong numbers were not always called active
H37Rv inhibition – M. tuberculosis growth inhibition, HTS (AID 449762) | inhibition, % at 25 µM, or IC50 in µM where a hit was titrated | hit rate 0.59% among 330,000 | M. tuberculosis H37Rv growth inhibition, 7H9 media; higher % means a stronger effect; in the data active means a potency from the dose series; inconclusive means inhibition above about 70% without an active follow-up result;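 further: bacterial growth assessed after seven days of incubation; strong numbers were not always called active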
inhibitors of VEEV – inhibitors of VEEV TC-83 cytopathic effect, confirmation, Vero cells (AID 588727) | hit rate 0.13% among 350,000 | Vero cells, VEEV TC-83 cytopathic effect inhibition; higher % means a stronger effect | inhibition, % at 20 µM; hits with a dose series show IC50 in µM; in the data active means a potency from the dose series; inconclusive means inhibition mostly from about 14% at the one dose, without a potency; inactive means the rest, 99 in 100 with inhibition below about 12%; further: strong numbers were not always called active
M. tuberculosis – growth inhibition of non-replicating M. tuberculosis (AID 488890); Mycobacterium tuberculosis non-replicating, growth inhibition; higher % means a stronger effect; inhibition, % at 25 µM, or IC50 in µM where a hit was titrated; hit rate 0.39% among 320,000; in the data active means a potency from the dose series; inconclusive means inhibition mostly from about 82% at the one dose, without a potency; inactive means the rest, 99 in 100 with inhibition below about 76%;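 further: plate controls were DMSO cells for no effect and high antibiotic wells for full effect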
inhibitors of VEEV 10K pilot screen – also measured in inhibitors of VEEV; calls as there; inhibition, %; measured here: 10K pilot screen inhibition
The depositor's hits bear a star; i = inactive; ? = inconclusive; · = not tested or not shown.

SMILES | PhoP GFP inhibition | influenza NS1A | H37Rv inhibition | inhibitors of VEEV | M. tuberculosis | others
COc1ccc(CCNC(=O)C(=O)NCC2OCCN2S(=O)(=O)c2ccccc2)cc1OC (stereo not given) | 10% | 26% | -4% | 1.3% | 23% | inhibitors of VEEV 10K pilot screen=0.7
COc1ccccc1-n1cnc2cc(NS(=O)(=O)c3ccc(Br)cc3)ccc21 | 0% | 3% | 7% | 1.4% | 33%
COc1ccc(C(=O)N2CCN(C(=O)c3ccco3)CC2)cc1 | -2% | -7% | -1% | 7.2% | -3%
COc1ccccc1OCCC(=O)OCC(=O)NCc1ccc(F)cc1 | · | -10% | 4% | 0.6% | 13%
CCC(C)NC(=O)C1CCN(CCCc2ccccc2)CC1 (stereo not given) | 0% | -9% | -3% | i | -5%
Cc1cccc(NC(=S)N2CCC(N(C)CC3CCCO3)CC2)c1C (stereo not given) | 5% | -64% | 3% | 2.3% | -1%
Cc1ccc(C(=O)CSc2nnc(N)s2)c(C)c1 | 5% | -3% | -9% | 1.1% | 6%
CC1CCCN(C(=O)CSc2nc3ncccc3[nH]2)C1 (stereo not given) | -1% | 7% | -10% | 0.0% | -5%
COc1ccc(CC2(CO)CCN(Cc3cnn(-c4ccc(F)cc4)c3)CC2)cc1 | -8% | -54% | 11% | i | 26%
COc1ccc2cc(C(=O)NCc3ccccc3)[nH]c2c1 | 5% | -4% | 3% | 1.2% | -3%
COc1cccc(NC(=O)CN(C)C(=O)c2ccccc2CCc2ccccc2)c1 | -5% | -3% | 2% | 9.8% | 12%
CN(C)CCCNC(=O)c1ccc(CN(c2ccccc2)S(C)(=O)=O)cc1 | 6% | -9% | 1% | 0.4% | 50%
CCN(CC)CCCNC(=O)C1CCC(CNS(=O)(=O)c2ccc(Cl)cc2)CC1 (stereo not given) | -19% | 1% | 4% | 0.8% | 9%
Cc1cnc(NC(=O)CSc2nc3ccccc3s2)s1 | 5% | 12% | 50% | 1.5% | ?
Cc1ccc(S(=O)(=O)N2CCCCC2)cc1C(=O)N(C)CC(=O)Nc1cccc(F)c1 | 4% | 6% | -1% | 1.3% | -2%
CCOC(=O)C1=CN(Cc2ccco2)S(=O)(=O)N(C)C1c1cccc(OC)c1 (stereo not given) | · | 5% | · | i | ·
Cc1cccc(C)c1OCCNC(=O)CCC(=O)c1ccccc1 | -7% | -11% | -2% | i | 17%
CC(=O)N1CCc2cc(S(=O)(=O)NC(C(=O)NC3CCCc4ccccc43)C(C)C)ccc21 (stereo not given) | 1% | -1% | -7% | 0.9% | -3%
CCOc1ccc(N(CC(=O)NCCSCc2ccc(Cl)cc2)S(C)(=O)=O)cc1 | -4% | 1% | 9% | i | 27%
O=C(c1cccc(C(F)(F)F)c1)C1CCCN(C(=O)CCCN2CCCC2=O)C1 (stereo not given) | -4% | -8% | -1% | i | -14%
CCOC(=O)c1cc(CC)sc1/N=C/C1=C(O)CCCC1=O | 12% | -1% | -5% | 0.6% | 6%
O=C(CC1CCCCC1)N1CCN(c2ccccn2)CC1 | -2% | -5% | 1% | i | 5%
Cc1cc(/C=N/NC(=O)COc2cccc3cccnc23)c(C)n1-c1ccc(O)cc1 | -4% | 5% | -4% | 1.3% | 14%
O=S(=O)(c1ccccc1)c1nc(-c2ccccc2F)oc1NCc1cccnc1 | -24% | 9% | 10% | i | 10%
CCCN(CCC)C(=O)Nc1ccc(F)cc1F | 0% | -4% | 1% | 0.5% | -12%
O=C(Cn1cnc2ccccc21)OCC(=O)N1CCc2ccccc2C1 | 1% | 3% | -20% | i | -13%
CCOC(=O)C1=C(C)Nc2ccccc2N=C1NC(=O)c1ccc(Cl)c(S(=O)(=O)N2CCCC2)c1 | -15% | -9% | -5% | 5.0% | 4%
COc1cccc(C(=O)NCCS(=O)(=O)NCc2ccc(Cl)cc2)c1 | -2% | -3% | 0% | 0.4% | 14%
O=C(CNC(=O)c1ccccc1F)NCCOc1ccccc1Cl | 1% | 0% | 4% | 0.2% | -6%
CCOc1ccccc1-c1nnc(SCC(=O)NC2CC3CCC2C3)n1CC (stereo not given) | -24% | -4% | -4% | i | 6%
Cc1cc(C)n2nc(C(F)(F)F)c(-c3ccccc3)c2n1 | -2% | -9% | -2% | 1.1% | -6%
CC(=O)N1N=C(c2ccncc2)OC12CCCCC2 | -9% | -1% | 4% | 9.2% | -8%
O=C(COC(=O)CNC(=O)c1ccc(Cl)c([N+](=O)[O-])c1)NC(=O)c1ccccc1 | 8% | -6% | 6% | 1.4% | 13%
COc1ccc(N2CCN(C(=O)C3CCCN3S(=O)(=O)c3cccc4nsnc34)CC2)cc1 (stereo not given) | 0% | 5% | -2% | 1.3% | 5%
CC1CCC(NC(=O)c2cc(S(=O)(=O)N(C)C)ccc2N2CCCC2)CC1 (stereo not given) | 2% | 1% | -4% | 0.8% | 2%
Cn1c(=O)c2c(ncn2CC(N)=O)n(C)c1=O | 3% | -3% | -4% | 1.4% | -4%
CN1C(=O)C(=Cc2c(OCc3cnc(Cl)s3)ccc3ccccc23)C(=O)N(C)C1=O | 4% | 5% | 11% | 1.1% | 47%
Cc1ccc(NC(=S)NNC(=O)CSc2nnc(-c3ccc(Cl)cc3)n2C2CCCCC2)cc1 | 11% | 1% | -3% | 0.6% | -4%
COc1ccc(NC(=O)COC(=O)CC2CC3CCC2C3)c([N+](=O)[O-])c1 (stereo not given) | -4% | 11% | -1% | 1.5% | 72%
C/C(=N\NC(=O)c1cc(-c2ccc(Br)s2)[nH]n1)c1ccncc1 | 2% | 11% | 62% | 10% | 30%
Cn1nnc(NC(=O)c2ccccc2F)n1 | 4% | 2% | 0% | 0.7% | 2%
CC(c1ccco1)N(C(=O)c1ccc(C#N)cc1)c1ccccn1 (stereo not given) | -1% | -3% | 11% | 3.9% | 3%
CCOc1cc2[nH]c(=S)n(Cc3ccc(C(=O)NCCCN4CCOCC4)cc3)c(=O)c2cc1OCC | 1% | 2% | 4% | 1.6% | 5%
CC[C@]12c3[nH]c4ccccc4c3CCN1C(=O)C(CC(=O)NC(C)(C)C)C[C@@H]2C(=O)N1CCN(C(=O)C2CC2)CC1 (stereo not given in full) | · | 3% | 7% | i | 6%
Cc1cc(C(=O)OCC(=O)NCc2ccc3c(c2)OCO3)c2ccccc2n1 | 4% | -1% | 1% | 5.1% | 9%
Cc1ccc(C(C)C)c(OCc2ccc(C(=O)N/N=C/c3ccc(O)c(O)c3)cc2)c1 | 3% | -4% | -3% | i | -10%
COc1ccc(C(CNC(=O)Cn2[nH]c(=O)c3ccccc3c2=O)N2CCCC2)cc1 (stereo not given) | -13% | -13% | -5% | 1.9% | -2%
COc1ccc(NC2=Nc3cccc4cccc2c34)cc1OC | 5% | 9% | 4% | 6.0% | 2%

Structural class: the compounds so far containing a nitro group on carbon (2)
SMILES | PhoP GFP inhibition | influenza NS1A | H37Rv inhibition | inhibitors of VEEV | M. tuberculosis | others
O=C(COC(=O)CNC(=O)c1ccc(Cl)c([N+](=O)[O-])c1)NC(=O)c1ccccc1 | 8% | -6% | 6% | 1.4% | 13%
COc1ccc(NC(=O)COC(=O)CC2CC3CCC2C3)c([N+](=O)[O-])c1 (stereo not given) | -4% | 11% | -1% | 1.5% | 72%

Quoted at random: 3 records from the list
SMILES | PhoP GFP inhibition | influenza NS1A | H37Rv inhibition | inhibitors of VEEV | M. tuberculosis | others
CC(c1ccco1)N(C(=O)c1ccc(C#N)cc1)c1ccccn1 (stereo not given) | -1% | -3% | 11% | 3.9% | 3%
Cc1ccc(C(C)C)c(OCc2ccc(C(=O)N/N=C/c3ccc(O)c(O)c3)cc2)c1 | 3% | -4% | -3% | i | -10%
COc1ccc(C(CNC(=O)Cn2[nH]c(=O)c3ccccc3c2=O)N2CCCC2)cc1 (stereo not given) | -13% | -13% | -5% | 1.9% | -2%

(further entries)
SMILES | PhoP GFP inhibition | influenza NS1A | H37Rv inhibition | inhibitors of VEEV | M. tuberculosis | others
Cc1ccc(CNC(=O)C2CCC(=O)N2Cc2ccc(C)cc2)cc1 (stereo not given) | 3% | -19% | 1% | i | -10%
Cc1ccc(Cn2nnc3c(=O)[nH]c(C4CCN(S(=O)(=O)Cc5ccccc5)CC4)nc32)cc1 | -16% | 10% | 28% | 3.2% | 25%
Cc1cccc(N2C(=O)CC(Sc3nc(-c4ccccc4)c4cc(Cl)ccc4n3)C2=O)c1 (stereo not given) | -4% | -6% | -6% | 9.4% | 24%
COc1ccc(/C=N/NC(=O)CCn2cnc3ccccc32)cc1 | 2% | · | -6% | 0.4% | 2%
COc1ccccc1NC(=O)CSc1n[nH]c(-c2ccccn2)n1 | 8% | 6.8µM* | -3% | ? | -12%
O=C(Nc1cccc(NC(=O)c2cccs2)c1)c1ccc(Br)cc1 | -3% | 2% | 2% | 1.2% | 6%
N#CCCN(C(=S)NC(=O)c1cccs1)c1ccccc1F | · | -1% | · | i | ·
Cc1cccc(NC(=O)CSCC(=O)N(C)CCOc2ccc(Cl)cc2)c1 | -7% | -3% | 62% | 0.5% | 78%
CC(=O)C1CCC2C3CC(O)C4=CC(=O)CCC4(C)C3C(=O)CC12C (stereo not given) | · | -1% | · | 1.3% | ·
Nc1nc2ccccc2n1/N=C/c1ccc([N+](=O)[O-])s1 | 0% | -4% | ? | i | 74%
COc1cccc(NC(=O)CN2C(=O)NC3(CCCCCC3)C2=O)c1 | · | -11% | 1% | i | 5%
CC(C)N1CCc2c(sc(NC(=O)c3ccc(S(=O)(=O)N4CCc5ccccc54)cc3)c2C(N)=O)C1 | 31% | 4% | 42% | i | 70%
CCOC(=O)CSc1nnc(-c2ccccc2NC(=O)c2ccccc2)o1 | 9% | -1% | ? | 0.3% | 65%
Cn1nc(C(=O)NC(C)(C)C)c2ccccc21 | -5% | 16% | 1% | i | -2%
CC(C)(C)c1ccc(S(=O)(=O)N2CCCC2C(=O)NC2=NCCS2)cc1 (stereo not given) | -4% | 2% | -14% | 1.5% | 19%
Cc1nn(-c2ccccc2)c2nc(Cl)c(C(=O)O)cc12 | 7% | 8% | -2% | i | -2%
COc1ccccc1C(=O)NCCC(=O)N1CC(=O)Nc2ccccc21 | -14% | 0% | -3% | 0.1% | -19%
COc1ccc(CNc2ccccn2)c(O)c1 | · | -6% | · | 0.5% | ·
COc1cccc(C2Nc3ccccc3C(=O)N2Cc2ccccc2)c1 (stereo not given) | 7% | -21% | 3% | 1.2% | 25%
O=C(COc1c(F)c(F)c(C(F)(F)F)c(F)c1F)Nc1ccc(N2CCOCC2)c(Cl)c1 | -3% | 1% | -3% | 1.2% | 75%
O=C(CSc1nnc(C2CC2)n1Cc1ccccc1)c1cc2ccccc2o1 | -7% | -1% | -4% | 4.6% | 19%
O=C(Nc1ccc(Br)c2cccnc12)c1ccc(Cn2cc(Cl)cn2)o1 | -3% | 10% | 5% | 0.2% | -15%
O=C(NCc1ccccc1)c1ccc(Br)o1 | 1% | 4% | 7% | 0.7% | 78% | inhibitors of VEEV 10K pilot screen=0.7
CC(=O)c1c(N=CN(C)C)nc(C)nc1-c1ccccc1 | 3% | -12% | -5% | 0.0% | -13%
COc1ccc(OCCCC(=O)Nc2ccc(OC)c(S(=O)(=O)N3CCOCC3)c2)cc1 | · | -8% | -3% | 0.1% | 30%
O=C(CCn1ccnc1)Nc1cc(Cl)ccc1O | 13% | -12% | 3% | 1.4% | -5%
COc1ccc(/C=N/NC(=S)Nc2ccccc2)cc1COc1ccc(Br)cc1 | 4% | -3% | 4% | 1.7% | -3%
COc1cc(COc2ccc3c(C)c(Cc4ccccc4)c(=O)oc3c2C)cc(OC)c1OC | -8% | 5% | 0% | 3.0% | 7%
Cc1ccc2cc3cc(C(=O)N4CCCCCC4)oc3nc2c1 | 6% | 0% | 45% | 6.5% | 72%
CCOc1ccccc1NC(=O)Cn1c(=O)sc2ccccc21 | -19% | -6% | 4% | 0.6% | 10%
CCCCNC(=O)O[C@@H]1C[C@H]2CCC(=O)N3CC[C@@H](C1)[C@@H]23 | 5% | -6% | 2% | 0.5% | -8% | inhibitors of VEEV 10K pilot screen=1.2
CCc1nccn1S(=O)(=O)c1cc(C)c(OC)cc1C | -7% | 0% | -4% | 0.6% | 16%
CN1C(=O)Cc2cc(S(=O)(=O)N3CCN(c4cccc(Cl)c4)CC3)ccc21 | -13% | 10% | 1% | 0.2% | -4%
CCCOc1ccc(C(=O)OCC(=O)c2c(N)n(C)c(=O)n(C)c2=O)cc1OCC | 1% | -2% | 5% | 0.5% | 23%
COc1ccc(Cl)cc1NC(=O)CSc1nnc(Cc2ccc(C)cc2)c(=O)[nH]1 | -1% | 4% | 0% | 4.7% | 10%
Cc1nc2cc(NC(=O)N3CCCCC3)ccc2n1C | 15% | -3% | 2% | 1.7% | -8%
